High-throughput results (PubChem BioAssay)
CHRM5 PAM – CHRM5 positive allosteric modulation; 360,000 compounds, 0.3% hits; P08912; activation, % at 3 µM; AID 624038; CHO-K1 hM5, Fluo-8 calcium, ACh EC20 PAM; 0% = ACh EC20, 100% = ACh EC100;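 active = activation above the run cutoff, the mean activation of all test compounds plus 3 SD, cut at about 18% in these data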
Target sequence (P08912 whole entry, looked up): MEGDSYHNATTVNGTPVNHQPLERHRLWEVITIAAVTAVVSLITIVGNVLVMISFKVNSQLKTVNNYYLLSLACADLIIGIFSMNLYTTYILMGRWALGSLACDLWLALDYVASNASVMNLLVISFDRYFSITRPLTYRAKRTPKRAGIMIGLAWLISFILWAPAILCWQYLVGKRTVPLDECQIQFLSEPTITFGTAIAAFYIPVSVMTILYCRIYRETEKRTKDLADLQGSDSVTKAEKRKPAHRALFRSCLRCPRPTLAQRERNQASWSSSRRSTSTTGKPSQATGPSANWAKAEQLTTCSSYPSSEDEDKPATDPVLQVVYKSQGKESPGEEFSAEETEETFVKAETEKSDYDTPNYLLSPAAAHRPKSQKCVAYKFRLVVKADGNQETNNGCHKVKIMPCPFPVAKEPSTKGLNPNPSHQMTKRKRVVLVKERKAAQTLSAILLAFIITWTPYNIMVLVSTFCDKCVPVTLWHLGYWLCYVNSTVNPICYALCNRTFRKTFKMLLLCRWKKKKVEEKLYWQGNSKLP
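Probe or stimulus: acetylcholine, EC20 level; Assay system: human M5 receptor in CHO-K1 cells; Schedule: compound preincubation 140 s before EC20 acetylcholine addition; Technique: intracellular calcium via Fluo-8 fluorescence; Dosing: single-point, 3 µM nominal; Read-out basis: percent activation from peak-over-basal fluorescence ratio, scaled EC20-to-EC100 acetylcholine; Repeats: one well per compound, no replicates.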
M4 antag – blocks acetylcholine activation of human M4 receptor. P08173. CHO-hM4 cells, ACh EC80, Fluo-8 calcium fluorescence. inhibition, % at 3 µM. 360,000 compounds, 0.73% hits;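 active = inhibition above its plate's cutoff, the mean inhibition of sample wells plus 3 SD, cut at about 27% in these data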;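 also: 0% = acetylcholine EC80 with DMSO and 100% = DMSO without agonist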
Target sequence (P08173 whole entry, looked up): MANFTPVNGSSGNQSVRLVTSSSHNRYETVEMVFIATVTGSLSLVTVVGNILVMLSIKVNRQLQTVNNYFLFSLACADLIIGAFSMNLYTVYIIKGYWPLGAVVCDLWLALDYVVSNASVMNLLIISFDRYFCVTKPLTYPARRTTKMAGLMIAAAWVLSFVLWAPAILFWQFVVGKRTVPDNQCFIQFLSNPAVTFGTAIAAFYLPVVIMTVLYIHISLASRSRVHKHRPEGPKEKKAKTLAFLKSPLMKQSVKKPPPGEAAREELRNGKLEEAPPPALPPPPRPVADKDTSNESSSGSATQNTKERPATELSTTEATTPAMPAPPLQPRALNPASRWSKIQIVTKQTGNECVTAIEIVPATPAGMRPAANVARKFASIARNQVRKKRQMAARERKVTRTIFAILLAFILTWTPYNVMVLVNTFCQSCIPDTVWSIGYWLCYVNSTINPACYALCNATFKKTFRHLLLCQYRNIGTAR
M5 ag – CHRM5 agonism in calcium assay; CHO-K1 hM5 cells, Fluo-8 calcium fluorescence; 0% DMSO wells, 100% maximal acetylcholine response; activation, % at 3 µM; 360,000 compounds, 0.19% hits;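 active = activation above the run's mean over test compounds plus 3 SD, cut at about 23% in these data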;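 also: signal is peak over basal fluorescence ratio across the kinetic read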
CRFBP-R2 block – blocks CRF-induced signaling of the CRF-BP/CRF-R2 complex | HEK293 CRF-R2/CRF-BP, CRF-induced calcium fluorescence | inhibition, % at 11.8 µM | 350,000 compounds, 0.59% hits | AID 588475;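 active = inhibition of the ligand-induced calcium signal above about 50% at the single tested concentration, limit read from the data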
CRFBP-R2 agonist – CRF-BP/CRF-R2 complex agonism. HEK293 CRF-R2/CRF-BP, calcium dye fluorescence (FLIPR); percent of saturating CRF peptide response. activation, % at 13.2 µM. 350,000 compounds, 0.46% hits. AID 588473;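 active = activation of at least 50%, plus an integration ratio under a set limit after plate pattern correction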;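 also: plate controls were neutral control wells without compound for no effect and CRF at EC100 for full effect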
M4 PAM – potentiates acetylcholine response at human M4 receptor. P08173. CHO-K1 hM4/Gqi5, Fluo-8 calcium fluorescence, ACh EC20; 0% = ACh EC20, 100% = maximal ACh. activation, % at 3 µM. 360,000 compounds, 0.4% hits. AID 624126;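 active = activation above its plate's cutoff, the mean activation of sample wells plus 3 SD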; also: some results filed as inactive read as strong as hits
M5 antag – CHRM5 antagonism in calcium assay; P08912; inhibition, % at 3 µM; CHO-hM5 cells, Fluo-8 calcium fluorescence, ACh EC80; 360,000 compounds, 0.59% hits; AID 624040;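 active = inhibition above a per-plate cutoff, the mean of that plate's test compounds plus 3 SD, cut at about 27% in these data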;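 also: 0% = acetylcholine EC80 with DMSO and 100% = DMSO without agonist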
M4 ag – CHRM4 agonism in calcium assay. P08173. CHO-K1 hM4/Gqi5, Fluo-8 calcium fluorescence; vehicle 0%, full acetylcholine response 100%. activation, % at 3 µM. 360,000 compounds, 0.14% hits;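 active = activation above the run mean over all test wells plus 3 SD, cut at about 32% in these data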;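 also: peak over basal fluorescence ratio per well then scaled between controls; 0% = DMSO wells and 100% = acetylcholine at EC100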
CHRM1 PAM – potentiates human M1 receptor response to acetylcholine; CHO-K1 hM1, Fluo-8 calcium fluorescence, ACh EC20; 0% = ACh EC20, 100% = maximal ACh; activation, % at 3 µM; 360,000 compounds, 0.088% hits; AID 588819; in the data active = activation above about 19%, passing the limit was not always enough
An asterisk follows results filed as active; . = no result given.

#1 CC(C)COc1cccc(-c2cc(C(=O)N/N=C/c3ccncc3)c3ccccc3n2)c1
#2 Cc1ccc(C(=O)N2CC(C)OC(C)C2)cc1[N+](=O)[O-] (configuration not stated)
#3 CCc1ccc(NC(=O)CSc2nnc(SCC(=O)Nc3ccc(CC)cc3)n2N)cc1
#4 c1ccc(Nc2ncnc3sc4c(c23)CCC4)cc1
#5 CCCNC(=O)C1(C)CCN(C(=O)c2cccc(C(F)(F)F)c2)C1 (configuration not stated)
#6 COCCN(CCOC)c1nc(-c2ccc([N+](=O)[O-])cc2)nc2ccccc12
#7 COC(/C=C/Nc1ccc(C)c(C)c1)=C(C#N)C#N
#8 Cc1nn2c(-c3cccnc3)ccnc2c1-c1ccccc1
#9 Cc1c(NC(=O)C2(c3ccc(Cl)cc3)CCCC2)c(=O)n(-c2ccccc2)n1C
#10 Cc1ccc2nc(SCC(=O)c3ccc4c(c3)NC(=O)CO4)[nH]c2c1

entry no.	1	2	3	4	5	6	7	8	9	10
CHRM5 PAM	-1	5	3	5	0	-5	-5	-12	-7	1
M4 antag	-21	3	-2	0	9	1	1	-19	6	1
M5 ag	-1	2	-3	0	1	-4	1	-1	-6	0
CRFBP-R2 block	-13	11	-22	-32	.	-6	-2	-5	18	-19
CRFBP-R2 agonist	3.0	-1.4	2.0	-1.7	.	2.6	-4.6	-0.6	3.2	1.9
M4 PAM	9	3	5	20	-3	-2	1	-5	0	-7
M5 antag	-10	-25	4	-15	3	11	-1	0	-6	6
M4 ag	5	1	0	-3	0	1	0	8	2	3
CHRM1 PAM	6	1	1	-1	-5	6	4	0	7	0

#11 COc1cc(OC)c(OC)cc1CN1CCN(Cc2ccc(SC)cc2)CC1
#12 O=C1c2ccccc2NC(c2cccc(F)c2)N1Cc1ccco1 (configuration not stated)
#13 CCCOc1cccn2c(N(C=O)Cc3ccc(OC)cc3)c(CC)nc12
#14 Nc1nc(-c2ccccc2)c(N=Nc2cccc3ccccc23)s1
#15 Cc1ccc(-c2cc(C(=O)N/N=C/c3c(C)nn(C)c3C)c3ccccc3n2)c(C)c1
#16 O=C(Nc1ccc(C(O)c2ccccc2)cc1)[C@@H]1O[C@H](CO)[C@H](O)[C@H](O)[C@H]1O (some centres not stated)
#17 CCc1c(C)nc(SCC(=O)NC2CCCC2)[nH]c1=O
#18 C=CCn1c(SCC(=O)O)nnc1-c1cccc(Cl)c1
#19 O=c1oc(-c2cccs2)nc2sc3c(c12)CCCCC3
#20 Cc1nc(CCN2C(=O)c3ccccc3C2=O)n[nH]1

entry no.	11	12	13	14	15	16	17	18	19	20
CHRM5 PAM	-2	-3	-6	-6	1	3	1	2	2	-4
M4 antag	3	9	16	-9	4	-5	-8	-10	1	-1
M5 ag	-8	-5	-1	0	-3	0	-3	-5	1	-2
CRFBP-R2 block	-10	-2	.	23	-15	.	-3	2	-16	13
CRFBP-R2 agonist	0.1	-1.3	.	3.2	-1.2	.	1.4	6.5	-2.0	-1.5
M4 PAM	-6	-3	-4	15	-7	1	9	6	3	-1
M5 antag	2	0	9	-9	-3	-1	15	-6	-7	1
M4 ag	1	1	1	0	1	1	1	1	0	0
CHRM1 PAM	-3	2	-16	9	7	20	18	7	2	6

#21 CCS(=O)(=O)N1Cc2ccccc2CC1C(=O)NCC12CC3CC(CC(C3)C1)C2 (configuration not stated)
#22 NS(=O)(=O)c1ccc(CCNC(=O)C(c2ccccc2)c2ccccc2)cc1
#23 CCN1Cc2c(/C=C/c3ccccc3)nc3ccc(OC)cc3c2N(c2cccc(Cl)c2)C1
#24 Cc1ccc(/C=N/n2c(-c3ccc(Cl)cc3)n[nH]c2=S)s1
#25 CCC1(c2ccc(F)cc2)NC(=O)N(CC(=O)Nc2cc(C)on2)C1=O (configuration not stated)
#26 CCn1nc(C)c(/C=N/NC(=O)Cn2nc(C)cc2C)c1C
#27 C/C(=C\c1cccs1)C(=O)c1c(C)cc(C)[nH]c1=O
#28 CN(Cc1cc(Cl)cc(Cl)c1)CC(C(=O)c1ccccc1)c1ccccc1 (configuration not stated)
#29 Cc1ccc(NC(CC(=O)c2ccccc2)C(=O)O)cc1Cl (configuration not stated)
#30 O=C(Nc1cccc(Cl)c1)c1ccccc1

entry no.	21	22	23	24	25	26	27	28	29	30
CHRM5 PAM	3	8	-3	-2	11	0	4	-2	-4	4
M4 antag	-11	0	-2	10	-5	1	0	10	-8	-11
M5 ag	3	-6	0	-2	9	0	-2	-6	-5	4
CRFBP-R2 block	-6	15	-25	-1	-12	2	14	1	21	-3
CRFBP-R2 agonist	-0.5	-1.1	21	1.2	1.4	-1.6	-1.8	10	0.8	10
M4 PAM	4	-1	-3	0	2	2	13	-3	8	4
M5 antag	2	-2	16	1	-1	4	4	12	11	0
M4 ag	0	2	3	0	3	0	0	-1	0	3
CHRM1 PAM	13	4	6	6	3	6	11	1	14	17

An excerpt of these results, with bars between the fields.
cpd | canonical_smiles | CHRM5 PAM | M4 antag | M5 ag | CRFBP-R2 block | CRFBP-R2 agonist | M4 PAM | M5 antag | M4 ag | CHRM1 PAM
6 | COCCN(CCOC)c1nc(-c2ccc([N+](=O)[O-])cc2)nc2ccccc12 | -5 | 1 | -4 | -6 | 2.6 | -2 | 11 | 1 | 6
7 | COC(/C=C/Nc1ccc(C)c(C)c1)=C(C#N)C#N | -5 | 1 | 1 | -2 | -4.6 | 1 | -1 | 0 | 4

Next structures.
#31 Cc1ccc(-c2nnn(CC(=O)N(CCO)C(C(=O)NC3CCCCC3)c3ccncc3)n2)o1 (configuration not stated)
#32 O=C(O)c1ccc(S(=O)(=O)N2CCOCC2)o1
#33 O=C(NN1C(=O)c2ccccc2NC1c1ccoc1)c1ccccc1 (configuration not stated)
#34 COc1cc2c(cc1OC)C(C)N(C(=O)c1sccc1C)CC2 (configuration not stated)
#35 O=C(Nc1ccc(S(=O)(=O)NCc2ccco2)cc1)C1CCCCC1
#36 O=C(Nc1ccc(OC(F)(F)F)cc1)c1cnc2n(c1=O)CCS2
#37 CCC(C)n1c(=S)[nH]c2c(sc3ccc([N+](=O)[O-])cc32)c1=O (configuration not stated)
#38 COc1cccc(NC(=O)Nc2ccc3nsnc3c2)c1
#39 CC(=O)c1cccc(OCc2cc(C(=O)N(C)Cc3nccs3)no2)c1
#40 Cc1c(OCC(=O)N2CCC(C(=O)O)CC2)ccc2c3c(c(=O)oc12)CCC3

entry no.	31	32	33	34	35	36	37	38	39	40
CHRM5 PAM	7	16	-2	-1	3	-4	-1	-16	-4	-4
M4 antag	-1	-21	2	4	-2	6	5	9	-11	-9
M5 ag	-3	-3	0	1	1	8	0	5	-2	0
CRFBP-R2 block	-7	-8	-3	-11	-20	-12	40	-10	16	-5
CRFBP-R2 agonist	1.3	-0.1	0.2	-0.1	0.3	9.2	32	-0.7	-1.2	5.3
M4 PAM	-2	-7	-3	-1	-6	-4	2	-12	4	1
M5 antag	-4	-10	6	6	-1	1	0	54*	1	4
M4 ag	0	0	3	1	2	8	2	21	3	1
CHRM1 PAM	13	4	1	8	5	0	4	-17	18	-1

#41 Cc1cc(Nc2ccc(C(C)C)cc2)n2ncnc2n1
#42 CC(C)[C@@H](N)C(=O)N/N=C/c1ccc2ncccc2c1
#43 CCS(=O)c1ccccc1C(=O)OCC(=O)N1CCC(c2ccccc2)=N1 (configuration not stated)
#44 Cc1ccc([N+](=O)[O-])c(NC2OC(CO)C(O)C2O)c1 (configuration not stated)
#45 NS(=O)(=O)c1ccc(CNC(=O)Cc2ccc(S(=O)(=O)N3CCOCC3)s2)cc1
#46 O=C(Nc1ccc(Cl)cc1)C1Cc2c(-c3ccc(Cl)cc3)ccnc2O1 (configuration not stated)
#47 COc1ccccc1C(=O)NC(=O)COC(=O)c1cnc(C)cn1
#48 Cn1ncc([N+](=O)[O-])c1C(=O)Nc1cccc(Cl)c1
#49 N#CC(C#N)=Cc1ccc(OC(=O)c2ccccn2)cc1
#50 c1ccc(Cc2nnc3n2CCCCC3)cc1

entry no.	41	42	43	44	45	46	47	48	49	50
CHRM5 PAM	-4	0	1	2	4	0	1	1	-3	-7
M4 antag	-5	-4	-4	2	0	-6	-11	0	5	5
M5 ag	-5	5	1	-2	2	1	4	-9	-1	-1
CRFBP-R2 block	-3	-8	7	7	-8	.	-8	-9	18	16
CRFBP-R2 agonist	-0.5	-0.4	-0.1	0.9	1.3	.	1.6	-0.9	-0.1	-0.6
M4 PAM	0	4	1	-1	7	4	7	-7	-3	-3
M5 antag	1	7	4	12	1	2	4	13	2	9
M4 ag	-1	1	7	0	1	0	1	0	1	0
CHRM1 PAM	3	4	1	11	7	0	12	10	3	-3

Profiles from above.
CCN1Cc2c(/C=C/c3ccccc3)nc3ccc(OC)cc3c2N(c2cccc(Cl)c2)C1 across the screens: CHRM5 PAM = -3; M4 antag = -2; M5 ag = 0; CRFBP-R2 block = -25; CRFBP-R2 agonist = 21; M4 PAM = -3; M5 antag = 16; M4 ag = 3; CHRM1 PAM = 6
COc1cc(OC)c(OC)cc1CN1CCN(Cc2ccc(SC)cc2)CC1 across the screens: CHRM5 PAM = -2; M4 antag = 3; M5 ag = -8; CRFBP-R2 block = -10; CRFBP-R2 agonist = 0.1; M4 PAM = -6; M5 antag = 2; M4 ag = 1; CHRM1 PAM = -3
COC(/C=C/Nc1ccc(C)c(C)c1)=C(C#N)C#N across the screens: CHRM5 PAM = -5; M4 antag = 1; M5 ag = 1; CRFBP-R2 block = -2; CRFBP-R2 agonist = -4.6; M4 PAM = 1; M5 antag = -1; M4 ag = 0; CHRM1 PAM = 4

Next section
#51 O=C(Nc1nnc(-c2cccs2)s1)c1cccc(F)c1
#52 COc1ccc(C)c(-n2c(N)cc(=O)n(Cc3ccccc3)c2=O)c1
#53 Cc1c(/C(O)=C2/C(=O)C(=O)N(Cc3cccnc3)C2c2ccccn2)cnn1-c1ccccc1 (configuration not stated)
#54 O=C(CN1CCC(n2nnc3cc(F)ccc32)CC1)N1CCc2ccccc2C1
#55 CCn1c(NC(=O)C(C)C)c(-c2ccccc2)c(=O)c2ccccc21
#56 O=C(O)CCC(=O)NNC(=O)COc1ccc2ccccc2c1Br
#57 N#C/C(=C\c1ccc(N2CCOCC2)c([N+](=O)[O-])c1)c1nc2ccccc2[nH]1
#58 CCOC(=O)C1CCN(CC(=O)Nc2c(C(=O)OC)[nH]c3ccc(Cl)cc23)CC1
#59 FC(F)(F)c1cc(-c2cccs2)nc(N2CCOCC2)n1

entry no.	51	52	53	54	55	56	57	58	59
CHRM5 PAM	2	11	-8	-3	17	8	0	-10	7
M4 antag	-7	1	-8	7	16	0	6	9	-11
M5 ag	0	6	-3	-1	8	0	0	2	-1
CRFBP-R2 block	-28	-8	3	-28	6	-4	-37	-10	-45
CRFBP-R2 agonist	9.2	0.6	5.4	16	0.3	-3.6	-0.2	-1.6	1.6
M4 PAM	2	20	3	-11	-1	0	2	-6	25
M5 antag	6	0	-5	1	-13	-11	1	5	-4
M4 ag	2	0	1	4	0	1	3	11	-2
CHRM1 PAM	8	13	2	-3	10	-8	13	3	6
